KAT2A inh: blocks human GCN5L2 histone acetyltransferase; Q92830; GCN5L2 HAT assay, ThioGlo1 CoA-SH fluorescence; Potency, µM (highest dose often 58.9 µM), inactives show at the top dose activity change, negative = inhibition, usual class: inhibitors; 390,000 compounds, 0.21% hits; AID 504327
Target sequence (Q92830 whole entry, looked up): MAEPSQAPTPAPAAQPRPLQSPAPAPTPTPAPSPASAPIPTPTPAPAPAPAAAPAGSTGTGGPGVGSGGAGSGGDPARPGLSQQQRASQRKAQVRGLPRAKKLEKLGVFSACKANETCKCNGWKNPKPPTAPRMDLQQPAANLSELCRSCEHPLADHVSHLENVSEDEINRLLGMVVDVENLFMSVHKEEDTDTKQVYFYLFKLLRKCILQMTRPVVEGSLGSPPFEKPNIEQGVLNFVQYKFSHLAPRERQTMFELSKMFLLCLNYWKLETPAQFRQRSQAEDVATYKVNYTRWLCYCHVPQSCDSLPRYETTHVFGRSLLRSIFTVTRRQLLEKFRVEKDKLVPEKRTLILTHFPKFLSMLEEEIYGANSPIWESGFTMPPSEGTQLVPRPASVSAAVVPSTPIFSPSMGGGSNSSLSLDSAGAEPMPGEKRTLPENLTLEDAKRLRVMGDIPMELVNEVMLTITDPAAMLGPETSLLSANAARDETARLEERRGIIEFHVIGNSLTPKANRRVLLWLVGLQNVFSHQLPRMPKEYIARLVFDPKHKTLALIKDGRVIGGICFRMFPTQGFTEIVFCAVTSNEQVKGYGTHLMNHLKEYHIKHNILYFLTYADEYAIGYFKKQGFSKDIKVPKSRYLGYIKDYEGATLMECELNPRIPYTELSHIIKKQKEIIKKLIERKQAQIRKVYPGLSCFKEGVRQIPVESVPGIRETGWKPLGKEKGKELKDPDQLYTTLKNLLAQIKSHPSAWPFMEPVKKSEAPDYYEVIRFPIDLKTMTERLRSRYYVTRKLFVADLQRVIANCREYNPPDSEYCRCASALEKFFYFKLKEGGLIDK
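Titration-based screen in which CoA formation is detected via maleimide probe ThioGlo1 (50uM) turning fluorescent on thiol reaction; substrates H3(1-25) 75uM and acetyl-CoA 70uM, GCN5L2 20nM, 20 min incubation at room temperature.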
TDP1 cell CPT: growth inhibition of DT40 Tdp1-/-;hTDP1 cells with camptothecin (screen for TDP1 inhibitors); 420,000 compounds, 12% hits; Potency, µM (series often up to 46.2 µM), for inactives: at the top dose activity change, negative = growth inhibition, hits mostly inhibitors; chicken DT40 Tdp1-/-;hTDP1 cells + 20 nM CPT, ATP luminescence, 48 h; note: nearly all actives have a fitted effect of over 55% in size
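Chicken DT40 Tdp1-/- cells complemented with human TDP1, 400 cells/well, exposed to compounds plus 20 nM camptothecin for at least 48 h at 37 C; viability read as ATP content by CellTiter-Glo luminescence.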
DT40 TDP1 no CPT: qHTS for Inhibitors of human tyrosyl-DNA phosphodiesterase 1 (TDP1): qHTS in cells in absence of CPT. Potency, µM (titrated, usually from 46.2 µM), for inactives: top-dose activity change, negative = growth inhibition, actives largely listed as inhibitors. DT40 Tdp1-/- hTDP1 cells, no CPT, ATP luminescence, 48 h. 420,000 compounds, 15% hits; note: nearly all actives have a fitted effect of over 55% in size
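Luminescent ATP content (CellTiter-Glo) served as the growth readout. Knockout chicken DT40 cells expressing human TDP1 were exposed to compounds without camptothecin for a minimum 48 hr at 37 °C.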
* = called active by the depositor; ? = inconclusive; . = no result given. Calls come from the whole dose curve; as a rule, active = well fitted curve in the direction sought with a large enough effect; inconclusive = small, poorly fitted or top-dose-only effect, or another doubt; inactive = no such curve, though single readings can be large; an effect the other way counts as inactive or inconclusive. % is set by controls: 0 for no effect and ±100 for the full control effect; potency is the fitted concentration of half-maximal effect.

#1 CCCc1cc(=O)[nH]c(SCC(=O)N2C(C)CCCC2C)n1 (stereo not given)
#2 CCC(C(=O)Nc1cccc(Cl)c1C)n1nc(-c2ccc(C)cc2)ccc1=O (stereo not given)
#3 CN1CCc2c(sc(NC(=O)C3COc4ccccc4O3)c2C(N)=O)C1 (stereo not given)
#4 Nc1nccc(-c2cc(-c3ccc(Cl)cc3Cl)no2)n1
#5 CNC(=S)N(CCc1ccc(S(N)(=O)=O)cc1)C1CC(=O)N(c2ccccc2F)C1=O (stereo not given)
#6 Cn1nnnc1SCC(=O)NC(=O)c1cccc([N+](=O)[O-])c1
Screen / compound no.,1,2,3,4,5,6
KAT2A inh,-4%,-2%,-4%,1%,?,-14%
TDP1 cell CPT,7%,?,?,-10%,?,11%
DT40 TDP1 no CPT,-4%,?,?,-23%,?,5%

#7 CCCCN(C(=O)C1COc2ccccc2O1)c1c(N)n(CCC)c(=O)[nH]c1=O (stereo not given)
#8 Fc1ccccc1C(c1nnnn1Cc1ccc2c(c1)OCO2)N1CCN(Cc2ccccc2)CC1 (stereo not given)
#9 CCOC(=O)c1sc(N)c(C(=O)Nc2ccccc2OC)c1C
#10 CSc1nc2ccc(NC(=O)c3cc4ccccc4o3)cc2s1
#11 O=S(=O)(NCC(c1ccco1)N1CCOCC1)c1ccc(Br)cc1 (stereo not given)
#12 Cn1nc(C(C)(C)C)cc1N1C(=O)CCC1(C)C(=O)NC1CCCCC1 (stereo not given)
Screen / compound no.,7,8,9,10,11,12
KAT2A inh,-2%,-17%,?,-3%,-2%,.
TDP1 cell CPT,3%,15µM*,2.9µM*,-16%,-29%,-8%
DT40 TDP1 no CPT,12%,?,2.9µM*,-25%,?,0%

#13 CCOC(=O)N1CCN(S(=O)(=O)c2cc(OCC)ccc2OCC)CC1
#14 CCOc1ccc(C(C(=O)NCC2CCCO2)N(C(=O)c2snc(C(N)=O)c2N)c2ccc(F)cc2)cc1 (stereo not given)
#15 O=C1C=C(c2c(O)ccc3ccccc23)c2ccccc2C1=O
#16 Cc1ccc(NC(=O)CN2C(=O)S/C(=C\c3ccc(-c4cccc(C(=O)O)c4C)o3)C2=O)cc1C
#17 Cc1cc(NC(=O)c2ccc(Cl)c(S(=O)(=O)N3CCCCC3)c2)no1
#18 O=C(Nc1cccc(S(=O)(=O)N2CCCCC2)c1)c1cnccn1
Screen / compound no.,13,14,15,16,17,18
KAT2A inh,-4%,-7%,.,0%,0%,-4%
TDP1 cell CPT,-12%,18µM*,1.2µM*,6%,-30%,-13%
DT40 TDP1 no CPT,-17%,?,1.2µM*,2%,?,-29%

#19 CC(=O)c1ccc(N2CCN(C(=O)CCc3ccccc3)CC2)cc1
#20 COc1ccc(NC(=O)c2cc(S(=O)(=O)N3CCCCC3)ccc2OC)cc1
#21 CC(C)Oc1ccc(C(=O)Nc2nnc(C3=COCCO3)o2)cc1
#22 C=CCN(C(=O)CN1CCCCC1)c1nc(-c2ccccc2)cs1
#23 O=C(NCCN1CCOCC1)c1cc(Cl)ccc1Cl
#24 C=CCN1CCN(C(c2ccc(Cl)cc2)c2nnnn2CCc2ccc(OC)c(OC)c2)CC1 (stereo not given)
Screen / compound no.,19,20,21,22,23,24
KAT2A inh,0%,-10%,-7%,-5%,-1%,0%
TDP1 cell CPT,-20%,?,18µM*,?,-8%,?
DT40 TDP1 no CPT,?,-11%,?,?,17%,?

#25 CCOC(=O)C1CCN(C(=O)Nc2ccc3c(c2)nc(C)n3C)CC1
#26 Cc1nc(C)c(-c2csc(Nc3cccc(O)c3)n2)s1
#27 CCCCN1C[C@H](Cc2ccccc2)[C@@H](CC(=O)Nc2ccc(OC)cc2)C1=O
#28 COc1ccc(CNC(=O)c2cc(SC)ccc2Cl)cc1OC
#29 O=C(NC(=S)Nc1ccc(N2CCCCC2)c(Cl)c1)c1ccc2c(c1)OCCO2
#30 Nc1c(C(=O)Nc2ccccc2)sc2nc(-c3ccco3)ccc12
Screen / compound no.,25,26,27,28,29,30
KAT2A inh,0%,-2%,.,-14%,-3%,?
TDP1 cell CPT,-3%,?,0%,-25%,16µM*,23µM*
DT40 TDP1 no CPT,2%,23µM*,2%,?,21µM*,18µM*

#31 CCOC(=O)c1ccc(Oc2cc(C)nc(SC)n2)cc1
#32 CCOC(=O)/C(=C\c1ccc(N2CCC(c3ccccc3)=N2)cc1)C(C)=O
#33 Cc1ccc(S(=O)(=O)Nc2cccc(C(=O)N3CCC(C(N)=O)CC3)c2)cc1
#34 COc1cc(OC)cc(C(=O)NCC2CCCN(Cc3cccc(C(C)=O)c3)C2)c1 (stereo not given)
#35 C/C(=N\NC(=O)c1cccc(O)c1)c1ccc(NC(=O)Cc2ccccc2)cc1
#36 CCn1cc(C(=O)NCc2ccccc2OC)c(=O)c2cc(S(=O)(=O)N(C)C)ccc21
Screen / compound no.,31,32,33,34,35,36
KAT2A inh,-2%,.,-9%,-6%,-4%,-8%
TDP1 cell CPT,8.2µM*,?,-13%,-11%,-21%,?
DT40 TDP1 no CPT,9.2µM*,?,-6%,-10%,-12%,?

#37 O=S(=O)(NCc1ccccn1)c1cccc2nsnc12
#38 CN(C)c1ccc(-c2cccc3nccn23)cc1
#39 COc1ccc(N(C)C(=O)C2CCCN2S(=O)(=O)c2cccc3nsnc23)cc1 (stereo not given)
#40 O=C(Cn1cnc2ccccc2c1=O)NCC(=O)N1CCN(Cc2ccc3c(c2)OCO3)CC1
#41 O=C(COC(=O)C12CC3CC(CC(Br)(C3)C1)C2)NCc1ccco1
#42 O=C(CCNC(=O)N1CC(=O)Nc2ccccc21)Nc1ccc(Br)cc1F
Screen / compound no.,37,38,39,40,41,42
KAT2A inh,-4%,.,2%,1%,.,-11%
TDP1 cell CPT,4%,?,-13%,6%,-6%,2%
DT40 TDP1 no CPT,9%,15µM*,14%,-18%,-25%,12%

#43 CC(=O)N/C(N)=N/c1nc2cc(C)ccc2o1
#44 CC(=O)c1ccc(NC(=O)CCc2nc(-c3ccc(C)cc3)no2)cc1
#45 Cc1cc(=O)oc2ccc(OCC(=O)NCc3ccco3)cc12
#46 CCOC(=O)c1c(C)[nH]c(CCC(=O)Nc2ccc(N(CC)CC)cc2C)c1C
#47 CC(=O)c1ccc(OCc2cc(C(=O)N(C)C(C)c3ccon3)no2)cc1 (stereo not given)
#48 COc1ccc(S(=O)(=O)N2CCN(C/C=C/c3ccccc3)CC2)cc1F
Screen / compound no.,43,44,45,46,47,48
KAT2A inh,2%,-10%,-1%,-2%,.,-17%
TDP1 cell CPT,-3%,?,0%,13µM*,?,2%
DT40 TDP1 no CPT,-15%,16µM*,-1%,?,18µM*,?

Given with two lines to a compound: part of the list above
Sequence of screens: KAT2A inh | TDP1 cell CPT | DT40 TDP1 no CPT
30	Nc1c(C(=O)Nc2ccccc2)sc2nc(-c3ccco3)ccc12
→ ? | 23µM* | 18µM*
31	CCOC(=O)c1ccc(Oc2cc(C)nc(SC)n2)cc1
→ -2% | 8.2µM* | 9.2µM*
32	CCOC(=O)/C(=C\c1ccc(N2CCC(c3ccccc3)=N2)cc1)C(C)=O
→ . | ? | ?
33	Cc1ccc(S(=O)(=O)Nc2cccc(C(=O)N3CCC(C(N)=O)CC3)c2)cc1
→ -9% | -13% | -6%
34	COc1cc(OC)cc(C(=O)NCC2CCCN(Cc3cccc(C(C)=O)c3)C2)c1 (stereo not given)
→ -6% | -11% | -10%
35	C/C(=N\NC(=O)c1cccc(O)c1)c1ccc(NC(=O)Cc2ccccc2)cc1
→ -4% | -21% | -12%
36	CCn1cc(C(=O)NCc2ccccc2OC)c(=O)c2cc(S(=O)(=O)N(C)C)ccc21
→ -8% | ? | ?
37	O=S(=O)(NCc1ccccn1)c1cccc2nsnc12
→ -4% | 4% | 9%
38	CN(C)c1ccc(-c2cccc3nccn23)cc1
→ . | ? | 15µM*
39	COc1ccc(N(C)C(=O)C2CCCN2S(=O)(=O)c2cccc3nsnc23)cc1 (stereo not given)
→ 2% | -13% | 14%
40	O=C(Cn1cnc2ccccc2c1=O)NCC(=O)N1CCN(Cc2ccc3c(c2)OCO3)CC1
→ 1% | 6% | -18%
41	O=C(COC(=O)C12CC3CC(CC(Br)(C3)C1)C2)NCc1ccco1
→ . | -6% | -25%
42	O=C(CCNC(=O)N1CC(=O)Nc2ccccc21)Nc1ccc(Br)cc1F
→ -11% | 2% | 12%
43	CC(=O)N/C(N)=N/c1nc2cc(C)ccc2o1
→ 2% | -3% | -15%
44	CC(=O)c1ccc(NC(=O)CCc2nc(-c3ccc(C)cc3)no2)cc1
→ -10% | ? | 16µM*
45	Cc1cc(=O)oc2ccc(OCC(=O)NCc3ccco3)cc12
→ -1% | 0% | -1%

Carrying on.
#49 CCc1ccccc1NC(=O)CN(C)C(=O)COC(=O)c1cccnc1Cl
#50 CCOc1ccc(S(=O)(=O)N2CCN(C(=O)c3cc(C4CC4)nn3-c3ccccc3)CC2)cc1
#51 Cc1cccc(C(=O)Nc2cccc(C(=O)N/N=C/c3ccc4c(c3)OCO4)c2)c1
#52 O=C(O)CNC(=O)c1ccc(NC(=O)/C(=C/c2ccccc2)NC(=O)c2ccco2)cc1
#53 O=C1OCCN1C(=O)[C@H]1[C@H](c2ccccc2)C(c2cccc(Cl)c2)=NN1c1ccc(Br)cc1
#54 O=C(NCCc1cccs1)C1CC(c2ccccc2[N+](=O)[O-])=NO1 (stereo not given)
Screen / compound no.,49,50,51,52,53,54
KAT2A inh,1%,-7%,-7%,-8%,22µM*,0%
TDP1 cell CPT,-12%,21µM*,?,-3%,-12%,-2%
DT40 TDP1 no CPT,1%,18µM*,29µM*,2%,-11%,0%

#55 Cc1cc(C(=O)Oc2cccnc2)ccc1[N+](=O)[O-]
#56 C=CCC[C@@H](Cc1ccc(F)cc1)C(=O)OC[C@@H]1CCCN1C(=O)[C@H](CC=C)CC(=O)N[C@H](CO)Cc1ccccc1
#57 COc1ccc(CSc2nnnn2C)cc1[N+](=O)[O-]
#58 COc1cccc(OC)c1CN1CCC2(CCC(CNC(=O)c3ccn(C)n3)O2)CC1 (stereo not given)
#59 CCC(CC)C(=O)N(C)c1c(C)nc2c(OCc3ccccc3OC)cccn12
#60 COc1cc(NC(=O)C(C)Oc2ccccc2)c(C(=O)O)cc1OC (stereo not given)
Screen / compound no.,55,56,57,58,59,60
KAT2A inh,-6%,-10%,-6%,.,.,-12%
TDP1 cell CPT,0%,?,10%,?,?,-10%
DT40 TDP1 no CPT,-22%,18µM*,-1%,?,15µM*,-20%

#61 Cc1ccc(NC(=O)NC2CCCCCCC2)cc1
#62 Cc1cc(CN(C)C(=O)c2cc(COc3ccc(F)cc3Cl)on2)n[nH]1
#63 CC1Cc2ccccc2N1S(=O)(=O)c1cccc(C(=O)NC2CC2)c1 (stereo not given)
#64 CN(C)CCCNC(=O)c1ccccn1
#65 CC(=O)N1C[C@H]2CON(C)[C@H]2C[C@H]1c1ccc(-c2ccccc2)cc1
#66 Cc1ccc(-n2ncc3c(SCC(=O)NNC(=O)c4ccco4)ncnc32)cc1
Screen / compound no.,61,62,63,64,65,66
KAT2A inh,-3%,-3%,0%,-4%,.,2%
TDP1 cell CPT,-6%,7%,18µM*,0%,?,18%
DT40 TDP1 no CPT,-5%,?,13µM*,15%,?,-16%

#67 COc1ccccc1N1C[C@@H]2C[C@@H](c3ccco3)N3CCC[C@@]23C1=O
#68 CCSC1=C(C#N)C(c2cccc(OC)c2)CC(=O)N1 (stereo not given)
#69 Cc1cc(C)cc(OCC(=O)OC(C)C(=O)Nc2ccc(Cl)cn2)c1 (stereo not given)
#70 CN(C)C(=O)c1cc(S(=O)(=O)N(C)C)c(Cl)cc1N1CCCC1
#71 C#CCNc1nc(CC)nc2c1nnn2Cc1ccccc1F
#72 Cc1ccccc1C(=O)OCC(=O)NCc1ccco1
Screen / compound no.,67,68,69,70,71,72
KAT2A inh,0%,-14%,-2%,-5%,2%,-12%
TDP1 cell CPT,-15%,3%,5%,2%,-20%,-6%
DT40 TDP1 no CPT,-19%,-20%,-2%,-12%,-22%,-8%

#73 COc1ccc(OC)c(NC(=O)CCN2C(=O)c3ccccc3C2=O)c1
#74 O=C(O)c1ccc(C(S(=O)(=O)c2ccccc2)S(=O)(=O)c2ccccc2)cc1
#75 COCCNC(=S)N/N=C(\C)c1ccc2cc(OC)ccc2c1
#76 COc1cc2c(cc1OC)CN(c1ccc(C(N)=O)cc1[N+](=O)[O-])CC2
Screen / compound no.,73,74,75,76
KAT2A inh,-3%,.,-8%,1%
TDP1 cell CPT,4%,11%,13µM*,?
DT40 TDP1 no CPT,9%,-8%,26µM*,?
